Sm TGR block = S. mansoni TGR enzyme inhibition; Q962Y6; purified TGR, DTNB reduction, TNB absorbance 405 nm; Potency, µM (titrated, usually from 114 µM), without a hit: top-dose activity change, negative = inhibition, usual class: inhibitors; actives 3% (n = 360,000); further: potency means the concentration at half of the fitted maximal effect; nearly all actives have a fitted effect of over 60% in size
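Kinetic colorimetric format: TGR-catalysed, NADPH-driven DTNB reduction monitored via TNB absorbance. Enzyme dispensed at 20 nM; compound exposure 15 min at room temperature before reaction start.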
TbPYK inhibitor = inhibitors of Trypanosoma brucei pyruvate kinase; Q57TT1; Potency, µM (top dose mostly 76.8 µM), for inactives: top-dose activity, negative = inhibition, hits mostly inhibitors; actives 0.12% (n = 410,000); TbPYK enzyme, Kinase-Glo Plus ATP luminescence, 45 min; AID 624173; further: potency means the concentration at half of the fitted maximal effect; nearly all actives have a fitted effect of over 50% in size
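TbPYK + substrate in 50 mM TEA pH 7.2, 100 mM KCl, 10 mM MgCl2, 0.05% BSA, 0.01% Tween-20; cpd pinned; ADP 130 uM final; 45 min RT; Kinase-Glo Plus 10 min; luminescence endpoint.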
HCMV inh = human cytomegalovirus inhibition | HFF cells, HCMV-luciferase reporter, 72 h; hits give low values | activity change, negative = inhibition, % at 57.5 µM | actives 4.5% (n = 410,000) | AID 1259415; in the data active means activity change below about -60%; inconclusive means no clear call, values can overlap the other calls; inactive means above about -39%
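Two compound doses tested in HFFs infected with HCMV-luciferase, MOI 1 PFU/cell, 72 h at 37C. Lysate luminescence read with OneGlo; data normalized against buffer-only and 10uM Salinomycin inhibitor controls.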
AMA1 RON2 block = inhibitors of Plasmodium falciparum AMA1-RON2 interaction | AID 720542 | Potency, µM (highest dose often 58.2 µM), without a hit: at the highest dose activity change, negative = inhibition, actives largely listed as inhibitors | actives 0.2% (n = 360,000) | AlphaScreen AMA1-biotinylated RON2 peptide binding;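 further: potency means the concentration at half of the fitted maximal effect; 0% = vehicle wells and -100% = peptide control; nearly all actives have a fitted effect of over 45% in size; some results filed as inactive show a strong effect at the top dose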
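AMA1 (3D7) with his tag at 25 nM final met compounds first, then biotinylated RON2 peptide at 25 nM; detection used donor plus acceptor beads, 10 µg/mL apiece, read by AlphaScreen after 30 min at room temperature.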
LmPK inh = blocks Leishmania mexicana pyruvate kinase activity | Q27686 | purified LmPK, Kinase-Glo ATP luminescence, 1 h | Potency, µM (doses to about 57.5 µM), inactives show at the top dose activity change, negative = inhibition, usual class: inhibitors | actives 0.37% (n = 290,000) | AID 1721; further: potency means the concentration at half of the fitted maximal effect
Target sequence (Q27686 whole entry, looked up): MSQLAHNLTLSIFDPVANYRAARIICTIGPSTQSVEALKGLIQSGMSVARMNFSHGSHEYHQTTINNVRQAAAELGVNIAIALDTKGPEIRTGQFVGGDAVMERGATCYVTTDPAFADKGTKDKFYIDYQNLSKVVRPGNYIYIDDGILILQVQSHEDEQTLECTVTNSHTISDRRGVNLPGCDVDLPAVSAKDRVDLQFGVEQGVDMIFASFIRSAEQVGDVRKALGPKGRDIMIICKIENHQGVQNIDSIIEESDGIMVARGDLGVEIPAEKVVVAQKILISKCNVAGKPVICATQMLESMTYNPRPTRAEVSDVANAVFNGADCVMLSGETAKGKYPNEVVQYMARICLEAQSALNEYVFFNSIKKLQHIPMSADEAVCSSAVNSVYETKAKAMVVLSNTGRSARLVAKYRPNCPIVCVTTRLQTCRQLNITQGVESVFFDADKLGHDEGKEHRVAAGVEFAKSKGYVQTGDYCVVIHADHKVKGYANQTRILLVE
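Kinase-Glo luminescence read after 1 h RT reaction of 0.1 nM LmPK with 0.5 mM PEP and 0.1 mM ADP. Activity scaled between uninhibited and enzyme-free controls.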
AmpC inh detg = AmpC beta-lactamase inhibition with detergent present | P00811 | AmpC hydrolysis of nitrocefin, absorbance 480 nm, 0.01% Triton | Potency, µM (top dose mostly 114 µM), for inactives: at the top dose activity change, negative = inhibition, usual class: inhibitors | actives 0.041% (n = 370,000) | AID 485294;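 further: potency means the concentration at half of the fitted maximal effect; 0% = no-compound wells and -100% = no-enzyme wells; nearly all actives have a fitted effect of over 25% in size; some results filed as inactive show a strong effect at the top dose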
Target sequence (P00811 whole entry, looked up): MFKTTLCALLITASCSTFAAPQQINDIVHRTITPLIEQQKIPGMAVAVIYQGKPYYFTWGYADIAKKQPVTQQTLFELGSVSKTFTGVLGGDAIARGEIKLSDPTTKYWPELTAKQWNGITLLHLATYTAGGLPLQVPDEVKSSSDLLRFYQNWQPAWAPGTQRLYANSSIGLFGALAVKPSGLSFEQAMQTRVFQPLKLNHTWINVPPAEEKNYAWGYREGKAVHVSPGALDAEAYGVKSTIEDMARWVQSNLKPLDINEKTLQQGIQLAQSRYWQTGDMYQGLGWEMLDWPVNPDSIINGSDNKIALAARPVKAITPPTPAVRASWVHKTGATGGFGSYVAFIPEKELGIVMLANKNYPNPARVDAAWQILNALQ
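AmpC (5.3 nM in the dispensed reagent) in 20 mM phosphate pH 7.0 with 0.01% (detergent screen) or 0.0001% Triton X-100 was preincubated with compounds for 15 min at room temperature. Nitrocefin was then added from an 800 uM solution, and hydrolysis was followed at 480 nm.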
AmpC no deterg = inhibitors of E. coli AmpC beta-lactamase without detergent; P00811; Potency, µM (top dose mostly 57.1 µM), for inactives: at the top dose activity change, negative = inhibition, hits mostly inhibitors; actives 0.52% (n = 330,000); AmpC nitrocefin hydrolysis, absorbance 480 nm, 0.0001% Triton;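 further: potency means the concentration at half of the fitted maximal effect; plate controls were no compound for no effect and no enzyme for full effect; nearly all actives have a fitted effect of over 20% in size; some results filed as inactive show a strong effect at the top dose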
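20 mM phosphate pH 7.0 + 0.01% (detergent screen) or 0.0001% Triton X-100; 5.3 nM AmpC reagent; cpd preinc 15 min RT; nitrocefin (800 uM stock) to start; A480 q20 s × 4 min; Activity was normalised to no-enzyme and no-compound control wells.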
* = called active by the depositor; ? = inconclusive; · = no result given; [ ] = dose if it differs, or a comment. Unless noted, the call rests on the fitted dose curve; in most records, active means well fitted curve in the direction sought with a large enough effect; inconclusive means small, poorly fitted or top-dose-only effect, or another doubt; inactive means no such curve, though single readings can be large; an effect the other way counts as inactive or inconclusive. Unless noted, on the % scale 0 is the no-effect control and ±100 the full control effect.

SMILES	Sm TGR block	TbPYK inhibitor	HCMV inh	AMA1 RON2 block	LmPK inh	AmpC inh detg	AmpC no deterg
N#CCCn1cc(C=C2C(=O)NC(=O)NC2=O)c(-c2ccccc2)n1	-13%	?	-30	-10%	-4%	-7%	-42%
CC(=O)c1ccc(NC(=O)CNC2CCCCC2)cc1	1%	-6%	29	-10%	3%	-5%	-3%
Cc1cccc(N2CCN(C(=O)c3ccccc3NC(=O)C3CCCCC3C(=O)O)CC2)c1 (stereo not given)	-8%	-7%	-39	2%	-3%	-5%	-8%
O=C(O)C[C@H]1c2cc(F)ccc2S(=O)(=O)N1C1CCCCC1	·	-4%	14	-2%	·	·	·
CN(Cc1ccccc1)c1ccc(-c2nc(-c3ccncc3)no2)cc1[N+](=O)[O-]	-11%	-8%	-16	·	·	-7%	·
CC(C)c1ccc(OC(=O)c2cc(-c3ccccc3)on2)cc1	1%	0%	55	·	·	26%	·
COc1cc2c(cc1NC(=O)CN1CCN(S(=O)(=O)c3ccccc3F)CC1)oc1ccccc12	0%	-28%	13	5%	9%	0%	-4%
c1ccc(-c2nc3cccnc3nc2-c2ccccc2)cc1	·	0%	6	-12%	·	·	·
C[C@@H]1CN([C@@H](C)CO)C(=O)CCCn2nncc2CO[C@@H]1CN(C)S(=O)(=O)c1ccccc1	·	18%	-12	3%	·	·	·
Cn1nc(C(=O)Nc2cccc(S(=O)(=O)N3CCCC3)c2)c2ccccc2c1=O	-5%	3%	122	-10%	·	-12%	67%[activator]
CN(CC(=O)Nc1ccccc1F)Cc1cccs1	-12%	3%	7	23%	-6%	1%	-3%
Cn1nnnc1SCc1ccccc1F	28%	-5%	60	7%	-2%	-9%	-10%
CNC(=O)c1cn2c3c(ccc(Cl)c3c1=O)OC(C)C2 (stereo not given)	·	-4%	9	2%	·	·	·
Cc1cc(C)cc(NC(=O)c2cc(S(=O)(=O)N3CCCC3)ccc2F)c1	0%	-1%	-39	·	·	-1%	·
COc1ccc(C(=O)CSc2ccccc2C(=O)O)cc1	-12%	-1%	121	-3%	0%	-8%	-1%
CCN(Cc1nc2cc(Cl)ccc2c(=O)[nH]1)C(=O)C1CC(=O)N(c2cccc3ccccc23)C1 (stereo not given)	3%	-10%	3	30%	·	0%	235%[activator]
CC1CCc2ccc(F)cc2N1S(=O)(=O)c1cccs1 (stereo not given)	-4%	-3%	14	3%	0%	?	-31%
Cc1cc(C)n(CCNc2nc3nonc3nc2N2CCCCC2)n1	5%	-1%	-12	-2%	0%	9%	0%
CCOc1ccc(-c2nnc(SCC(=O)NC(C)(C)C)nc2-c2ccc(OCC)c(OC)c2)cc1OC	0%	-1%	77	-11%	5%	?	164%[activator]
COc1ccc(NC(=O)CC2C(=O)N(c3ccc(C)cc3)C(=O)N2C2CCCCC2)cc1 (stereo not given)	7%	-2%	7	·	·	11%	·
COc1ccc(NC(=O)CN(C)C(=O)CSc2ccc3c(c2)OCCO3)cc1	-23%	5%	38	-8%	-2%	1%	-5%
Cc1cc(NC(=O)CCC(=O)N(Cc2ccco2)C(C(=O)NC2CCCC2)c2ccc(F)cc2)no1 (stereo not given)	2%	2%	-63*	6%	0%	-8%	24%
CCn1c(CNC(=O)Cc2ccc(OC)cc2)nnc1SCC(=O)Nc1nccs1	37%[activator]	-2%	-36	-14%	-10%	?	-9%
O=C(NCCSc1ccc(Br)cc1)c1ccccc1	-7%	1%	-20	23%	-16%	-14%	-29%
O=C(COc1ccc(C(=O)O)cc1)Nc1cccc(C(F)(F)F)c1	-7%	-16%	-22	68%	3%	-12%	-29%

One compound at a time, from the list above. Order of values: Sm TGR block	TbPYK inhibitor	HCMV inh	AMA1 RON2 block	LmPK inh	AmpC inh detg	AmpC no deterg
Record of Cc1cccc(N2CCN(C(=O)c3ccccc3NC(=O)C3CCCCC3C(=O)O)CC2)c1 (stereo not given) → -8%	-7%	-39	2%	-3%	-5%	-8%
Record of CC(C)c1ccc(OC(=O)c2cc(-c3ccccc3)on2)cc1 → 1%	0%	55	·	·	26%	·
Record of CN(CC(=O)Nc1ccccc1F)Cc1cccs1 → -12%	3%	7	23%	-6%	1%	-3%
Record of O=C(COc1ccc(C(=O)O)cc1)Nc1cccc(C(F)(F)F)c1 → -7%	-16%	-22	68%	3%	-12%	-29%
Record of COc1cc2c(cc1NC(=O)CN1CCN(S(=O)(=O)c3ccccc3F)CC1)oc1ccccc12 → 0%	-28%	13	5%	9%	0%	-4%

Next part:
SMILES	Sm TGR block	TbPYK inhibitor	HCMV inh	AMA1 RON2 block	LmPK inh	AmpC inh detg	AmpC no deterg
O=C1OC2(O)C3C4C=CC(C4)C3C(=O)N2c2ccccc21 (stereo not given)	4%	2%	33	-4%	-6%	-6%	-15%
COc1cc(C(=O)OC(C)CN2CCCCC2)cc(OC)c1OC (stereo not given)	-6%	1%	-28	-5%	-5%	-10%	-13%
CCCn1c(SCC(=O)Nc2cccc(C(=O)OCC)c2)nnc1-c1ccoc1C	-3%	0%	14	-16%	8%	?	54%
CCOc1ccccc1NC(=O)CN1CCC(C(=O)c2ccc(OC)cc2)CC1	1%	-1%	-27	-8%	10%	-12%	51%
COC(=O)c1cc(-c2cccs2)nc2ccccc12	-9%	-3%	·	52%[activator]	-4%	3%	-38%
COc1cc(-c2nnc(SCC(=O)N(Cc3ccccc3)C(C)(C)C)o2)cc(OC)c1OC	1%	4%	-9	0%	0%	-18%	123%[activator]
Cc1ccnc(NC(=O)C2CCN(S(=O)(=O)c3cccc(C(F)(F)F)c3)CC2)c1	6%	-5%	-37	-4%	-3%	4%	12%
Cc1ccc(NC(=O)COC(=O)c2ccc(OCc3c(C)noc3C)cc2)cc1S(=O)(=O)N1CCOCC1	1%	4%	-22	4%[11.6 µM]	3%	-5%	3%
Cc1[nH]c2ccccc2c1C(=O)COC(=O)C1CC(=O)N(Cc2ccco2)C1 (stereo not given)	0%	-2%	9	-20%	4%	-15%	32%
CCCCOC(=O)C1=C(N)OC2=C(C(=O)CCC2)[C@]12C(=O)Nc1ccccc12	0%	-29%	62	2%	4%	2%	-18%
O=C(c1cc2ccccc2cc1O)N1CCCC1	-20%	-4%	-40	5%	6%	-11%	-18%
Cc1csc2nc(COC(=O)c3ccccc3NC(=O)c3cccc(Br)c3)cc(=O)n12	-1%	1%	-28	·	·	1%	·
CCCNC(=O)CN(CCc1ccccc1)S(C)(=O)=O	5%	-3%	-10	-3%	2%	-8%	-3%
O=C(Nc1ccc2nc(SCC(=O)N3CCc4ccccc43)sc2c1)c1ccc(F)cc1	52%[activator]	-3%	-63*	·	·	21%	·
CNC(=O)C[C@H]1C(=O)N(C2CCCCC2)C[C@@H]1C	·	-1%	-3	16%	·	·	·
CCOc1cc(/C=C(\C#N)C(=O)Nc2cccc(C(=O)O)c2)cc(Br)c1OC(=O)c1ccc(OC)cc1	-20%	-1%	48	8%	-1%	-2%	-8%
Cc1ccc(CSC2=Nc3ccccc3C3=NC(CC(=O)NCc4cccs4)C(=O)N23)c(C)c1 (stereo not given)	40%[activator]	-7%	19	·	·	6%	·
Cc1c(-c2ccccc2)n(O)c(-c2ccc(N(C)C)cc2)[n+]1[O-]	·	-1%	18	-11%	·	·	·
CCc1nn2c(=O)cc(COC(=O)c3ccc(NC(=O)COc4ccccc4C)cc3)nc2s1	1%	2%	-16	·	·	14%	·
COc1cccc(NC(=O)CCNS(=O)(=O)c2cccc3nonc23)c1	-4%	6%	7	-8%	5%	-14%	-12%
COCCn1c(Cc2ccccc2)nnc1SCC(=O)Nc1cc(C)on1	2%	-8%	25	-5%	0%	3%	?
COc1ccc(N2C(=S)NC3CS(=O)(=O)CC32)cc1 (stereo not given)	10%	-2%	41	0%	4%	-2%	3%
CC(=O)N1CCN(C(=O)CSc2cc(C)c(Br)cc2C)CC1	-15%	1%	-18	0%	-7%	-1%	-10%
NNC(=O)C1CC(O)CN1S(=O)(=O)c1ccc2ccccc2c1 (stereo not given)	-7%	-2%	7	13%	·	-5%	0%
COc1ccc(-n2c(=O)c3c4c(sc3n(C)c2=O)CN(C(C)=O)CC4)cc1	3%	0%	-6	·	·	14%	·
SMILES	Sm TGR block	TbPYK inhibitor	HCMV inh	AMA1 RON2 block	LmPK inh	AmpC inh detg	AmpC no deterg
COc1ccc(OC)c(S(=O)(=O)N(C)CC(=O)N2CCN(c3ccccc3F)CC2)c1	4%	0%	-27	11%	2%	-2%	68%[activator]
O=C1C=C(c2cc(F)ccc2F)C[C@@H](c2ccc(Cl)cc2)C1	2%	8%	-23	-2%	·	11%	-11%
Fc1cccc(Cc2noc(CN3CCC(c4ccncc4)CC3)n2)c1	-21%	-1%	-20	-5%	-1%	-6%	52%
CCOC(=O)C(C(=O)OCC)N(C#N)c1nc(OC)nc(N(C)C)n1	3%	-9%	-20	-15%	-1%	6%	19%
CSCCC(NC(=O)c1cccc(S(=O)(=O)N2CCN(C(C)=O)CC2)c1)c1nc2ccccc2[nH]1 (stereo not given)	·	-4%	44	0%	·	·	·
CC(=O)N1CCN(S(=O)(=O)c2cccc(C(=O)OCC(=O)NC(=O)c3cccn3C)c2)CC1	-13%	1%	12	3%	6%	?	46%
O=C(COc1ccc(Br)cc1)NNC(=S)NC(=O)c1ccccc1[N+](=O)[O-]	6%	-8%	-22	60%[activator][11.6 µM]	-2%	-3%	-28%
C=CCNc1cc(C(F)(F)F)nc(-c2ccccn2)n1	-3%	6%	6	20%	0%	-2%	-4%
COc1ccc(C(=O)CSC2=C(C#N)C3(CCCCC3)C(C#N)=C(N)N2)cc1	-17%	-1%	-27	-11%	-3%	?	-51%
COc1ccc(CCNC(=O)CCCCCN2C(=O)c3ccccc3C2=O)cc1	6%	0%	-1	-10%	0%	-6%	32%
CCn1cc(C(=O)NCc2ccccc2)c(=O)c2cc(S(=O)(=O)N3CCOCC3)ccc21	-13%	-9%	1	·	·	2%	·
CCN1CCN(C(=O)C2(NC(=O)Nc3ccccc3Cl)CCCCC2)CC1	7%	1%	-25	0%	0%	-10%	-9%
O=C(C1CCCN(S(=O)(=O)c2cccs2)C1)N1CCN(c2ccccc2F)CC1 (stereo not given)	7%	-4%	-22	·	·	27%	·
O=C1CCN(C(=O)c2ccccc2)c2ccccc21	·	5%	-28	-11%	·	·	·
COC(=O)c1cn(CCOc2ccc(C)cc2)c2ccccc12	-23%	-8%	-13	12%	8%	-8%	-28%

Source: PubChem (National Center for Advancing Translational Sciences (NCATS))
